mIAP block – blocks mouse intestinal alkaline phosphatase. purified mouse IAP, CDP-Star luminescence, 30 min. inhibition, % at 10 µM. hit rate 0.2% among 330,000. AID 2806;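 active means inhibition of at least 40% at 10 µM in the primary screen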;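 further: plate controls were DMSO with enzyme for no effect and no enzyme wells for full effect; values of inactives mirror those of a sister screen read the other way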
hIAP act – human IAP activation | P09923 | purified human IAP, CDP-Star luminescence, 30 min; active compounds read high; 1 = vehicle-only enzyme, 0 = enzyme-free background | activation factor at 10 µM | hit rate 0.16% among 330,000 | AID 2524;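 active means activation factor of the enzyme at least 2-fold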; further: the source names both 10 and 20 µM as test concentration; values of inactives mirror those of a sister screen read the other way
hIAP block – blocks human intestinal alkaline phosphatase | hit rate 0.12% among 330,000 | purified IAP, CDP-Star luminescence, 30 min | inhibition, % at 10 µM | P09923;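 active means inhibition reaching a set limit with compound at 10 µM in the primary screen, cut at about 35% in these data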;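 further: plate controls were DMSO wells with enzyme for no effect and no-enzyme buffer wells for full effect; values of inactives mirror those of a sister screen read the other way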
ATG4B inhibitor – ATG4B (human) cysteine protease inhibition. Q9Y4P1. ATG4B cleavage of LC3-PLA2, NBD-HPC fluorescence, 1 h. inhibition, % at 8.33 µM. hit rate 0.51% among 340,000; in the data active means inhibition above about 40%
mIAP act – increases mouse intestinal alkaline phosphatase activity. activation factor at 10 µM. AID 2805. hit rate 0.24% among 330,000. muIAP, CDP-Star luminescence, 30 min; active compounds read high; 1 = vehicle-only enzyme signal, 0 = enzyme-free wells;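 active means activation factor of at least 2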; further: the source names both 10 and 20 µM as test concentration; values of inactives mirror those of a sister screen read the other way
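Assay system: mouse IAP enzyme; Reagent: CDP-Star chemiluminescent phosphatase substrate; Compound: DMSO-dissolved test compounds; Incubation: 30 min, room temperature; Technique: luminescence from enzymatic CDP-Star hydrolysis; Controls: DMSO-only wells and no-enzyme negative control.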
PfG6PD inh – PfG6PD (Plasmodium falciparum) enzyme inhibition; PfGluPho enzyme, NADPH resazurin-diaphorase fluorescence; hit rate 0.78% among 350,000; inhibition, % at 20 µM;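 active means inhibition reaching at least a set limit at 20 µM in the primary screen, cut at about 59% in these data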;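 further: 0% = DMSO wells with substrate and 100% = DMSO wells lacking glucose-6-phosphate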
HKDC1 inhibitor – HKDC1 (human) hexokinase inhibition. recombinant HKDC1, G6PDH/diaphorase resazurin coupled fluorescence. inhibition, % at 20 µM. Q2TB90. hit rate 0.16% among 340,000;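 active means inhibition above about 35% when tested at 20 µM, limit read from the data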;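 further: plate controls were DMSO wells with enzyme for no effect and DMSO wells lacking enzyme for full effect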
Target sequence (Q2TB90 whole entry, looked up): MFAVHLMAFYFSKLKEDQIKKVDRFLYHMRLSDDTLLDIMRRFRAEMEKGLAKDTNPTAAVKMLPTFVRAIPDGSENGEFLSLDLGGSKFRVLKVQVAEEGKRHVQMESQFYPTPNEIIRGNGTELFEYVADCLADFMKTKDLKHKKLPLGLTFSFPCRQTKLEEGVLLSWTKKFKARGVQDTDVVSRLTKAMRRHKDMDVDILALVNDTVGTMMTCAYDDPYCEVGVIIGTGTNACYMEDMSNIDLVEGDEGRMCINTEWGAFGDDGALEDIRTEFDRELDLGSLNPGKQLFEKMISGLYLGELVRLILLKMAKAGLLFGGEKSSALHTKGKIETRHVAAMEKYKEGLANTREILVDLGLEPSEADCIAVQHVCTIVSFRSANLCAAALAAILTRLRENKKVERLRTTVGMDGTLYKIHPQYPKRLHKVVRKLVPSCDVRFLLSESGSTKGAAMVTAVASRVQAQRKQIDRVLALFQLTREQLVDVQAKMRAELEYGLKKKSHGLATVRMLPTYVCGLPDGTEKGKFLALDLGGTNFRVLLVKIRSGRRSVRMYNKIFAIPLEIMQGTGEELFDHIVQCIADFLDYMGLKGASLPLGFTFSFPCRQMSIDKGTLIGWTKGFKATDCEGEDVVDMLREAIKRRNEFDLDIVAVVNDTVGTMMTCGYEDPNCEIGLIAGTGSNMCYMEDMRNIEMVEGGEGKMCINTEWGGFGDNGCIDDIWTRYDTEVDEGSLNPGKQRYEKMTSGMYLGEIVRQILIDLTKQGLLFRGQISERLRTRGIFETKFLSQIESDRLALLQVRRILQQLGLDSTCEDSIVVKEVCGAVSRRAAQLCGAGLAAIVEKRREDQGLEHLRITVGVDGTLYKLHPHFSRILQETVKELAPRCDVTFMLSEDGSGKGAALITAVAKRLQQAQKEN
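Assay system: in-house recombinant HK5 (HKDC1) enzyme. Input: HKDC1 at 5 µg/mL. Medium: Tris pH 8.0 buffer with MgCl2, Tween-20, BSA, BME. Dosing: single 20 µM dose. Schedule: 90 min reaction incubation at room temperature, dark. Signal: resazurin-to-resorufin fluorescence via G6PDH and diaphorase coupling, 525/613 nm. Controls: DMSO-enzyme wells negative, buffer-substituted wells positive.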
APOBEC3A inh – blocks human APOBEC3A ssDNA deamination. P31941. recombinant A3A, FAM/TAMRA ssDNA deamination fluorescence. inhibition, % at 20 µM. hit rate 0.41% among 330,000;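 active means at least 40% inhibition at 20 µM here, with at most 30% in a related deaminase screen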;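 further: plate controls were A3A with DMSO for no effect and wells lacking A3A enzyme for full effect; some results filed as inactive read as strong as hits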
Target sequence (P31941 whole entry, looked up): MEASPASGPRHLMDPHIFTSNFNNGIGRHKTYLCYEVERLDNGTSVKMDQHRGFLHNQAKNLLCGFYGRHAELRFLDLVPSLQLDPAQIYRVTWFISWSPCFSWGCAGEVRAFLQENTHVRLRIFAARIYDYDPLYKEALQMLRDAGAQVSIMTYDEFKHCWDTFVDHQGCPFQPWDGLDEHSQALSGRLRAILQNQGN
* = called active by the depositor; nt = not tested or not shown.

SMILES | mIAP block | hIAP act | hIAP block | ATG4B inhibitor | mIAP act | PfG6PD inh | HKDC1 inhibitor | APOBEC3A inh
CCn1c(C)nc2cc(C(=O)NNC(=S)Nc3ccc(Cl)cc3)ccc21 | 1.3 | 1.93 | -92.9 | -14.0 | 0.987 | 15.1 | -8.5 | 16.0
COc1ccnc(CS(=O)c2nc3cc(OC(F)F)ccc3[nH]2)c1OC (stereo not given) | -12.8 | 1.02 | -2.5 | nt | 1.13 | nt | nt | -2.7
Cc1cccc(COCC(Cc2ccccc2)N2CCN(C(=O)c3ccc(C(F)(F)F)cc3)CCC2=O)c1 (stereo not given) | 1.6 | 1.05 | -4.7 | 0.6 | 0.984 | 22.3 | 6.2 | 0.9
CC(=O)N1CCN(C(=O)c2cc(S(=O)(=O)NCc3ccccc3)ccc2C)CC1 | 3.4 | 1 | 0.0 | 2.3 | 0.966 | 0.5 | 1.4 | -2.9
CCOC(=O)c1ccc(N2C(=O)CC(N3CCN(Cc4ccccc4)CC3)C2=O)cc1 (stereo not given) | -4.3 | 1.18 | -17.8 | -5.0 | 1.04 | -5.0 | -5.1 | -18.6
COc1ccc(NC(=S)N(CCc2c(C)[nH]c3ccc(C)cc23)Cc2cccnc2)cc1 | -6.8 | 0.918 | 8.2 | -15.1 | 1.07 | 5.7 | -0.7 | -2.8
CN1CCN(Cc2nc3ccccc3c(=O)n2Cc2nc(-c3cccc([N+](=O)[O-])c3)cs2)CC1 | 3.7 | 0.824 | 17.5 | 7.8 | 0.963 | 37.0 | -5.8 | -0.5
CCOc1ccc(S(=O)(=O)Nc2ccccc2SC)c2cccnc12 | -5.5 | 1.06 | -5.6 | -16.2 | 1.05 | -8.2 | 1.7 | 3.2
COC(=O)c1ccc(Nc2ccc3nonc3c2[N+](=O)[O-])cc1 | 1.1 | 1.06 | -5.9 | -4.6 | 0.989 | 6.8 | 0.1 | -5.7
CCOC(=O)c1ccccc1NC(=O)C1CCCO1 (stereo not given) | 2.8 | 1.01 | -0.8 | -2.3 | 0.972 | 1.7 | -5.4 | 5.9
Cc1nc2c(ncn2-c2ccccc2)c(=O)n1NC(=O)CN1CCCC1 | 6.6 | 1.01 | -1.0 | 16.8 | 0.934 | -13.5 | -0.8 | -0.4
CC(c1ccco1)N(C(=O)c1cc(Cl)cc(Cl)c1)c1ccccn1 (stereo not given) | 10.0 | 0.943 | 5.7 | -2.7 | 0.9 | 6.1 | -3.9 | -1.6
CCn1nc(C)c(Br)c1-c1nc(CS(=O)(=O)c2ccsc2)no1 | 4.3 | 0.942 | 5.8 | 0.4 | 0.957 | -9.5 | 2.2 | -0.2
c1ccc(-c2ccc(C3CCCN3)cc2)cc1 (stereo not given) | 2.4 | 1.03 | -3.3 | 0.7 | 0.976 | 1.3 | -1.8 | -4.5
COC(=O)c1ccc(C(c2c(N)n(Cc3ccccc3)c(=O)n(C)c2=O)N2CCOCC2)cc1 (stereo not given) | 3.4 | 1.03 | -3.2 | -4.6 | 0.966 | -8.4 | -1.6 | 3.1
CCC(=O)N1CCc2cc(S(=O)(=O)CCC(=O)NCCc3ccccc3)ccc21 | -6.9 | 0.994 | 0.6 | -4.2 | 1.07 | -14.2 | -2.5 | -0.8
OCC1(Cc2ccc(Cl)cc2)CCN(Cc2ccc(Oc3ncccn3)cc2)CC1 | -1.6 | 1.06 | -5.7 | 10.1 | 1.02 | 9.7 | -4.8 | 1.1
COc1ccc(C(=O)Nc2ccnn2C2CCN(Cc3ccncc3)CC2)cc1 | 0.0 | 0.978 | 2.2 | -6.1 | 1 | -3.0 | 3.1 | -1.8
O=C(Nc1ccccc1)c1cccnc1NCCc1ccccc1 | -4.0 | 1.01 | -1.1 | -6.9 | 1.04 | 14.1 | 6.8 | 6.0
O=C(Cc1ccsc1)N1CCN(S(=O)(=O)c2cccc(F)c2)CC1 | 4.8 | 0.897 | 10.3 | -2.5 | 0.952 | 8.7 | 1.2 | 1.0
CCOC(=O)c1ccc(N2CN(C3CCCCC3)CNC2=S)cc1 | -18.2 | 1.09 | -8.9 | -2.5 | 1.18 | -5.2 | -3.0 | -4.6
CC1CCCCC1NC(=O)CCNS(=O)(=O)c1cc(Br)cnc1N (stereo not given) | 1.7 | 1.12 | -12.4 | 2.5 | 0.983 | -13.2 | 9.1 | -1.6
COc1ccc(N2CCN(CCCNC(=O)C3CCCN(S(=O)(=O)c4cnc[nH]4)C3)CC2)cc1 (stereo not given) | 2.3 | 1.07 | -6.8 | 5.1 | 0.977 | -8.8 | -2.3 | 0.1
C=CC[C@@H](CC(=O)OC(C)(C)C)C(=O)OC[C@@H]1CCCN1C(=O)[C@@H](CC=C)CC(=O)N(CCO)Cc1ccccc1 | -8.4 | 1.18 | -17.5 | -12.4 | 1.08 | -6.9 | 0.6 | -1.4
COc1ccc(-c2c(C#Cc3ccsc3)c3cc(Br)ccc3n2C)cc1 | 11.3 | 0.951 | 4.9 | -7.9 | 0.887 | 13.3 | -1.2 | -4.2

Full records as entered above. Order of screens: mIAP block | hIAP act | hIAP block | ATG4B inhibitor | mIAP act | PfG6PD inh | HKDC1 inhibitor | APOBEC3A inh
O=C(Cc1ccsc1)N1CCN(S(=O)(=O)c2cccc(F)c2)CC1 reads 4.8 | 0.897 | 10.3 | -2.5 | 0.952 | 8.7 | 1.2 | 1.0
c1ccc(-c2ccc(C3CCCN3)cc2)cc1 (stereo not given) reads 2.4 | 1.03 | -3.3 | 0.7 | 0.976 | 1.3 | -1.8 | -4.5
CC(=O)N1CCN(C(=O)c2cc(S(=O)(=O)NCc3ccccc3)ccc2C)CC1 reads 3.4 | 1 | 0.0 | 2.3 | 0.966 | 0.5 | 1.4 | -2.9

Following part:
SMILES | mIAP block | hIAP act | hIAP block | ATG4B inhibitor | mIAP act | PfG6PD inh | HKDC1 inhibitor | APOBEC3A inh
COc1ccc(C2CC(C(F)(F)F)n3nc(C(N)=O)c(Cl)c3N2)cc1OC (stereo not given) | -1.9 | 1.05 | -4.8 | -1.2 | 1.02 | -4.6 | -3.5 | 3.0
CCOC(=O)c1c(N)sc(C(=O)N(C)C)c1CN1CCOCC1 | 9.6 | 0.889 | 11.1 | 4.2 | 0.904 | -4.1 | -8.9 | 2.5
CN(C(=O)COC(=O)CCc1c[nH]c2ccccc12)c1ccccc1 | -6.7 | 1.12 | -12.3 | -1.8 | 1.07 | -7.8 | -2.1 | -6.2
COc1cccc(OCC(Cn2c(C)nc3ccccc32)OC(C)=O)c1 (stereo not given) | 0.1 | 0.971 | 2.9 | -6.0 | 0.999 | 19.1 | -0.4 | -1.4
CCCc1[nH]n(-c2ccc(F)cc2)c(=O)c1C=NCC1CCCO1 (stereo not given) | 2.2 | 1.1 | -10.5 | -11.2 | 0.978 | 4.2 | -3.6 | -1.1
COc1cc(OC)c(NC(=S)Nc2cc(Cl)cc(Cl)c2)cc1Cl | -4.1 | 0.882 | 11.8 | 19.8 | 1.04 | 11.2 | -7.3 | -6.8
O=C(Cn1ncc2c([nH]c3ccccc32)c1=O)N1CCN(c2ccccc2F)CC1 | -5.5 | 0.869 | 13.1 | 1.3 | 1.05 | -12.6 | -3.4 | 3.5
C=COCCn1c(=N)n(CCC)c2ccccc21 | -7.9 | 0.851 | 14.9 | 1.9 | 1.08 | 5.6 | 2.6 | 0.8
CC(C(=O)Nc1ccc2[nH]c(=O)[nH]c2c1)N1CCN(Cc2ccc3c(c2)OCO3)CC1 (stereo not given) | 15.8 | 1.03 | -3.4 | -5.0 | 0.842 | -0.1 | 0.7 | -1.9
S=C(Nc1ccc2snnc2c1)N1CCN(c2ccccn2)CC1 | -4.3 | 0.897 | 10.3 | 1.6 | 1.04 | -0.3 | 8.1 | -1.6
CCCCCCN=C(C)C1=C(O)C(C(=O)OC)C(C)(C)CC1=O (stereo not given) | 3.7 | 0.992 | 0.8 | -4.9 | 0.963 | -11.0 | -6.1 | -1.8
CN(C)CCCN1C(=O)C(=O)/C(=C(/O)c2ccncc2)C1c1cccc(Br)c1 (stereo not given) | 9.3 | 0.939 | 6.1 | -0.5 | 0.907 | -15.0 | -11.1 | -17.8
Oc1ccccc1-c1cc(-c2ccccc2)no1 | 8.7 | 1.02 | -2.2 | -4.8 | 0.913 | 17.4 | -4.5 | -2.5
COC(=O)c1cc(NC(=O)CC2CCCC2)cc(C(=O)OC)c1 | 6.6 | 0.968 | 3.2 | 0.6 | 0.934 | 12.6 | -2.6 | 6.7
O=C1N(CCCl)c2ccc(Br)cc2C12OCCO2 | -11.5 | 1.2 | -20.3 | -1.5 | 1.11 | 6.2 | -3.7 | -7.8
COc1cc(CN2CCC(n3nccc3NC(=O)C3CC3)CC2)cc(OC)c1 | 7.0 | 1.03 | -2.7 | 5.2 | 0.93 | 17.0 | -4.8 | -2.8
CCOC(=O)c1c(NC(=O)CSc2c[nH]c3ccccc23)sc2c1CCCC2 | -18.9 | 0.985 | 1.5 | -16.0 | 1.19 | 34.5 | -1.0 | -3.3
COc1ccc(C)cc1NC(=O)CN1C(=O)COc2ccc(S(=O)(=O)N3CCCCC3)cc21 | 1.5 | 0.951 | 4.9 | -2.7 | 0.985 | 5.2 | -4.7 | -2.6
CC(=O)Nc1ccc(N2C(=O)CC(Sc3nccc(C)n3)C2=O)cc1 (stereo not given) | 2.2 | 1.01 | -0.8 | 6.7 | 0.978 | -1.7 | -3.7 | -6.2
COc1cnc(-c2ccccc2)[nH]c1=O | -2.2 | 0.952 | 4.8 | 1.4 | 1.02 | -2.2 | -7.7 | -1.3
O=C(COC(=O)[C@@H]1CCCN1S(=O)(=O)c1ccc(Cl)cc1)NC12CC3CC(CC(C3)C1)C2 | -16.3 | 0.86 | 14.0 | -17.4 | 1.16 | 11.6 | 9.3 | -0.6
Cc1nnc(SCC(=O)N2CCCC2)n1-c1ccc(F)cc1 | -12.9 | 1.12 | -12.2 | 6.3 | 1.13 | -9.5 | -0.1 | 0.0
COCCNC(=O)C(=O)NCC(c1ccc2c(c1)OCO2)N1CCN(c2ccc(F)cc2)CC1 (stereo not given) | 1.9 | 1.07 | -7.4 | -4.3 | 0.981 | -1.9 | -4.5 | -5.5
CCOc1c(Br)cc(CNc2ccc3c(c2)OCCO3)cc1OC | 9.4 | 1.05 | -4.8 | -0.6 | 0.906 | 44.3 | 5.1 | -3.4
CC1CCN(C(=O)NC(=O)c2ccccc2)CC1 | 3.2 | 1.07 | -7.2 | -0.8 | 0.968 | -3.4 | -4.5 | -2.4

Next section:
SMILES | mIAP block | hIAP act | hIAP block | ATG4B inhibitor | mIAP act | PfG6PD inh | HKDC1 inhibitor | APOBEC3A inh
COc1ccc(OCCn2cnc3ccccc32)cc1 | -1.3 | 1.01 | -1.2 | -3.2 | 1.01 | 11.9 | 0.1 | 1.1
CC(C)COc1ccc(CNC(=S)NCc2ccccc2)cc1 | -273.8 | 1.05 | -5.0 | 64.3* | 3.74* | 13.3 | 2.7 | -5.8
CCN(CC(=O)NCc1ccc(F)cc1)C(=O)/C=C/c1cccs1 | -1.1 | 1.12 | -11.6 | -7.6 | 1.01 | -11.9 | -3.6 | 1.6
CCC(CC)c1nnc(NC(=O)c2ccc3ccccc3n2)s1 | -4.7 | 1.26 | -26.5 | 3.6 | 1.05 | -4.6 | 2.1 | 2.9
C=CCSc1nc2ccsc2c(=O)n1-c1cccnc1 | -4.9 | 0.964 | 3.6 | 0.0 | 1.05 | -7.7 | -7.1 | 1.7
COc1ccc(CCC(=O)OCC(=O)NCc2ccc(OC)c(OC)c2)cc1OC | -15.4 | 1.06 | -6.0 | 5.6 | 1.15 | -8.5 | -0.2 | 0.3
COc1ccc(OCC(O)CNC(=O)Nc2cc(F)ccc2C)cc1 (stereo not given) | -13.8 | 0.992 | 0.8 | -0.9 | 1.14 | -7.1 | -1.0 | -4.2

Source: PubChem BioAssay (Sanford-Burnham Center for Chemical Genomics)
